# Bioassay records from PubChem BioAssay.
# TNAP activation fold: human TNAP enzyme activators, primary screen, biochemical, luminescent, no phosphate acceptor, uHTS (AID 1001); purified TNAP, luminescent activation assay, no phosphate acceptor; higher activation fold means a stronger effect; activation fold at 20 µM; hits with a dose series show EC50 in µM; hit rate 0.03% among 200,000; in the data active = activation fold from about 3, or a potency from the dose series; inactive = the rest, 99 in 100 with activation fold below about 1.6; also: many of its hits are not listed in these tables
# PMI inhibitors: MPI enzyme activity inhibition – biochemical, fluorescence intensity, coupled assay, primary screen (AID 1209) | one-dose inhibition, % at 20 µM; IC50 in µM for titrated hits | hit rate 0.42% among 190,000 | purified PMI enzyme, coupled fluorescence intensity; higher % means a stronger effect;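 also: plate controls were DMSO vehicle for no effect and wells lacking substrate for full effect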
# XIAP displacement: XIAP antagonists, biochemical, IAP family, fluorescence polarization (AID 1018) | XIAP BIR domain, fluorescence polarization peptide displacement; higher % means a stronger effect | one-dose displacement, % at 20 µM; IC50 in µM for titrated hits | hit rate 0.007% among 200,000; in the data active = displacement above about 50%; also: a part of the inactive calls stands beside numbers as strong as those of hits
# human PMI inhibitors: MPI inhibition at elevated mannose 6-phosphate – biochemical, fluorescence intensity, high mannose 6-phosphate, primary screen (AID 1220). inhibition, % at 20 µM, or IC50 in µM where a hit was titrated. recombinant PMI enzyme, coupled fluorescence intensity; higher % means a stronger effect. hit rate 0.66% among 190,000
# KOR beta-arrestin-1: KOR antagonists, beta-arrestin recruitment, cell-based, luminescence, uHTS (AID 1778). inhibition, % at 10 µM, or IC50 in µM where a hit was titrated. KOR beta-arrestin recruitment, luminescence, antagonist mode; higher % means a stronger effect. hit rate 0.091% among 290,000; also: strong numbers were not always called active
# KOR beta-arrestin-2: KOR agonists, beta-arrestin recruitment, primary screen, cell-based, luminescence, uHTS (AID 1777); hit rate 0.02% among 280,000; one-dose activation, % at 10 µM; EC50 in µM for titrated hits; KOR beta-arrestin recruitment, luminescence; higher % means a stronger effect; in the data active = activation above about 50%, passing the limit was not always enough; also: a part of the inactive calls stands beside numbers as strong as those of hits
# LYP phosphatase: PTPN22 lymphoid phosphatase activity blockers – biochemical, fluorescence intensity, uHTS (AID 1779); inhibition, % at 11.5 µM, or IC50 in µM where a hit was titrated; recombinant LYP phosphatase, fluorescence intensity; higher % means a stronger effect; hit rate 0.054% among 290,000;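 also: plate controls were vehicle with enzyme for no effect and no enzyme for full effect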
# NOD1 inhibition: inhibition of NOD1-driven NF-kB reporter – cell-based, luminescence, uHTS, primary screen (AID 1578). NOD1-driven NF-kB luciferase reporter cells, luminescence; higher % means a stronger effect. inhibition, % at 4 µM; hits with a dose series show EC50 in µM. hit rate 1% among 290,000; in the data active = inhibition mostly above about 36%, no sharp cut-off; inactive = mostly below about 34%;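 also: HEK-293T reporter cells stimulated with the NOD1 agonist gamma-tri-DAP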
# NOD2 inhibition: inhibition of NOD2-driven NF-kB reporter – cell-based, luminescence, uHTS, HEK293 (AID 1566); HEK293 NOD2/NF-kB luciferase reporter, luminescence; higher % means a stronger effect; hit rate 0.63% among 290,000; inhibition, % at 4 µM, or EC50 in µM where a hit was titrated; also: many of its hits are not listed in these tables
# * marks the source's active call; other numbers are inactive results; . = not tested or not shown; [ ] = another dose, or the depositor's remark. Rule as the data show it, unless noted: active = inhibition above about 50%; inactive = the rest. Some of the compounds tested; rates above refer to the full screens.
SMILES,TNAP activation fold,PMI inhibitors,XIAP displacement,human PMI inhibitors,KOR beta-arrestin-1,KOR beta-arrestin-2,LYP phosphatase,NOD1 inhibition,NOD2 inhibition
C=Cn1cc[n+](CC(=O)c2ccc(Br)s2)c1,.,.,.,.,-29%,0.1%,-3%,32%,4%
O=C(Cn1c(CO)nc2ccccc21)Nc1cc(C(F)(F)F)ccc1N1CCOCC1,1,4%,2.5%,3%,.,.,-6%,-6%,2%
Cc1cc(NC(=O)CCC(=O)N(c2ccccc2)C(C(=O)NC2CCCC2)c2ccc(F)cc2)no1 (configuration not stated),.,.,.,.,1%,-1.0%,-3%,-13%,-2%
CC(NS(=O)(=O)c1ccc(Br)cc1)C(c1cccs1)N1CCN(C)CC1 (configuration not stated),1.1,10%,-9.1%,14%,14%,-5.9%,1%,-28%,18%
Cc1cccc(CCNC(=O)c2oc3c(C)c(C)ccc3c2C)n1,.,.,.,.,-77%[20 µM],-0.4%,-4%,-8%,24%
CCN(CC)C(=O)CSc1nc2ccccc2n1CC(=O)N1CCN(c2ccccc2OC)CC1,1,-8%,-4.9%,-9%,.,.,-9%,-9%,8%
COc1ccccc1Nc1nc2ccccc2n1C,1.1,-8%,-2.7%,-10%,-6%,1.2%,-1%,-46%,-46%
Cc1ccc(N2CCN(C(=S)c3ccc(N(C)C)cc3)CC2)cc1,1.1,15%,-6.3%,-24%,15%,0.5%,4%,-20%,-34%
O=C(NCCN1CCOCC1)c1cnn2c1NC(c1cccs1)CC2C(F)(F)F (configuration not stated),1.2,-1%,-2.0%,-7%,-8%,-3.2%,-5%,-14%,7%
O=C(NCCN1CCN(c2ccccc2F)CC1)C1CCCN(S(=O)(=O)c2cnc[nH]2)C1 (configuration not stated),1,-1%,-0.3%,-1%,-16%,-4.0%,4%,-23%,3%
Cc1ccc(/C=N/N(Cc2ccccc2)c2ccccc2)o1,1,2%,-8.1%,40%,12%,0.6%,5%,11%,-8%
COc1ccc(-c2cc(C(=O)N3CCN(c4ccccc4)CC3)c3ccccc3n2)cc1OC,1,15%,-4.7%,6%,6%,-4.8%,-4%,14%,18%
Cc1nonc1C(=O)N/N=C/c1ccc(O)cc1,1.1,-4%,-0.4%,-13%,11%,8.4%,1%,-35%,-12%
COc1ccc(NC(=O)C2CCN(S(=O)(=O)c3cccc4nonc34)CC2)c(OC)c1,.,.,.,.,-12%,-2.9%,-9%,-25%,6%
COC(=O)C(C(=O)OC)C(C[N+](=O)[O-])c1ccc(O)c(OC)c1 (configuration not stated),0.7,-8%,-9.3%,-11%,4%,6.3%,-3%,22%,-6%
Cc1ccc(C(=O)O)cc1NC(=S)NC(=O)c1ccc([N+](=O)[O-])c(C)c1,1,-7%,-6.1%,2%,6%,-2.7%,5%,-23%,7%
C=CCNc1cc(C)oc(=O)c1C(=O)CCC,1.1,-1%,-1.5%,2%,-5%,-4.9%,-1%,-12%,10%
CCN(CC)C1=N/C(=C\c2ccc(OC)cc2)C(=O)N1c1ccccc1,1.1,-48%,0.9%,-80%,-2%,0.0%,-2%,-54%,-30%
CCSc1nnc(NC(=O)COc2ccc(Cl)cc2)s1,1.1,-16%,-6.4%,-9%,-41%,4.3%,-6%,-46%,-2%
CCn1c(CNc2ccc(F)cc2)nnc1SCC#N,1.1,5%,-3.8%,14%,-11%[20 µM],-6.6%,-7%,-41%,-11%
Cc1nnc(SCCN2C(=O)c3ccccc3C2=O)[nH]c1=O,1.1,10%,-2.6%,5%,8%,3.3%,-4%,-21%,5%
NS(=O)(=O)c1ccc(CCNC(=O)C2(S(=O)(=O)c3ccc(Cl)cc3)CC2)cc1,.,.,.,.,-15%,-3.5%,-10%,1%,17%
Cc1cc(C(F)F)n2nc(C(=O)O)nc2n1,1.2,-9%,-0.4%,-11%,27%,6.8%,-7%,10%,3%
Cc1cc(N(C)/N=C/c2ccccc2O)nc(-c2ccccc2O)n1,2,2%,6.5%,16%,-30%,4.2%,4%,-20%,-12%
COc1ccc(NC(=O)CSc2ccc3ccccc3c2)cc1S(=O)(=O)N1CCCCC1,1.4,9%,-3.5%,11%,17%,5.3%,4%,10%,15%

# Complete entries from above. Order of values: TNAP activation fold, PMI inhibitors, XIAP displacement, human PMI inhibitors, KOR beta-arrestin-1, KOR beta-arrestin-2, LYP phosphatase, NOD1 inhibition, NOD2 inhibition
# Shown for `NS(=O)(=O)c1ccc(CCNC(=O)C2(S(=O)(=O)c3ccc(Cl)cc3)CC2)cc1` → ., ., ., ., -15%, -3.5%, -10%, 1%, 17%
# Shown for `CCN(CC)C(=O)CSc1nc2ccccc2n1CC(=O)N1CCN(c2ccccc2OC)CC1` → 1, -8%, -4.9%, -9%, ., ., -9%, -9%, 8%
# Shown for `Cc1nnc(SCCN2C(=O)c3ccccc3C2=O)[nH]c1=O` → 1.1, 10%, -2.6%, 5%, 8%, 3.3%, -4%, -21%, 5%
# Shown for `CC(NS(=O)(=O)c1ccc(Br)cc1)C(c1cccs1)N1CCN(C)CC1` (configuration not stated) → 1.1, 10%, -9.1%, 14%, 14%, -5.9%, 1%, -28%, 18%
# Shown for `COC(=O)C(C(=O)OC)C(C[N+](=O)[O-])c1ccc(O)c(OC)c1` (configuration not stated) → 0.7, -8%, -9.3%, -11%, 4%, 6.3%, -3%, 22%, -6%

# (more compounds)
SMILES,TNAP activation fold,PMI inhibitors,XIAP displacement,human PMI inhibitors,KOR beta-arrestin-1,KOR beta-arrestin-2,LYP phosphatase,NOD1 inhibition,NOD2 inhibition
Cn1ccnc1SCC(=O)c1ccc([N+](=O)[O-])cc1,1,-1%,-3.1%,-8%,-25%[20 µM],-4.6%,-1%,-21%,6%
COc1ccc(CCNC(=O)CN(C)S(=O)(=O)c2ccc(Br)s2)cc1OC,1.1,1%,-6.8%,-12%,-2%,-2.8%,0%,-31%,0%
C=C(C)COc1ccc(-c2[nH]ncc2-c2ccccc2OC)c(O)c1,1.1,10%,-3.8%,13%,17%,3.8%,3%,15%,20%
Cc1cc(OCC(=O)Nc2ccccn2)c2c(C)c(C)c(=O)oc2c1,.,.,.,.,-26%,1.8%,-3%,-42%,-11%
C=C(C)CSc1nc2ccccc2c(=O)n1-c1c(C)n(C)n(-c2ccccc2)c1=O,1,4%,4.7%,9%,2%,-7.4%,-1%,-17%,14%
NC(=O)c1ccc(C(F)(F)F)n(Cc2ccccc2Cl)c1=O,0.9,1%,-2.0%,5%,6%,-3.6%,1%,38%,28%
O=C(c1ccccc1)C1CCN(CC(=O)N2CCN(c3ccccc3)CC2)CC1,1.1,-10%,-2.2%,-2%,24%[20 µM],.,-3%,-31%,-12%
O=C(Nc1ccccc1)Nc1ccc(Oc2ncnc3cc(Cl)ccc23)nc1,.,.,.,.,19%,-1.0%,-8%,-8%,2%
OCCN(CCO)CC(O)CN(c1ccccc1)c1ccccc1 (configuration not stated),.,.,.,.,-6%,13%,-8%,-3%,-1%
CCCC(NC(=O)c1ccco1)c1nc2ccccc2[nH]1 (configuration not stated),1.1,-6%,2.0%,-6%,-5%,-0.6%,-5%,-17%,19%
O=C1CCC(NC(=O)c2ccccc2)C(=O)N1 (configuration not stated),.,.,.,.,31%,2.9%,-6%,3%,12%
CCCN(CCC)S(=O)(=O)c1ccc(C(=O)NNC(=O)c2cc(OC)c(OC)c(OC)c2)cc1,.,.,.,.,5%,-5.7%,-8%,-10%,3%
CCOC(=O)CNC(=S)N(Cc1ccccc1)Cc1cccnc1,1.1,-6%,1.1%,4%,4%,-4.8%,-6%,6%,-2%
O=C(c1coc2ccccc2c1=O)N1CCN(c2cccc(C(F)(F)F)c2)CC1,1.1,12%,-3.2%,-1%,-28%,3.1%,-3%,12%,5%
COc1ccc(CN2CCC(n3nccc3NC(=O)C3CC3)CC2)c(OC)c1OC,.,.,.,.,-10%,2.0%,-7%,-1%,3%
C#CCOCCOCCOCCNc1nc(N2CCN(C(=O)[C@H](C(C)C)n3cc(CCO)nn3)CC2)nc(N2CCN(C(=O)[C@H]([C@@H](C)CC)n3cc(CCCCN)nn3)CC2)n1,1.1,-28%,-10%,-28%,35%,-1.5%,-4%,-38%,9%
COC(=O)c1[nH]c2cccc(OC)c2c1NC(=O)CN1CCC(C(N)=O)(N2CCCCC2)CC1,1.1,8%,-3.7%,5%,-26%,-2.9%,-3%,-5%,9%
COc1cccc(NC(=O)NC2CCN(Cc3nnnn3Cc3ccc(F)cc3)CC2)c1,1.3,6%,-8.6%,1%,10%,0.7%,-2%,-26%,0%
CC(C)[C@H](NS(=O)(=O)c1ccc2c(c1)OCCO2)C(=O)OCC(=O)Nc1cccc(Cl)c1Cl,1.1,17%,1.1%,7%,27%,2.2%,-5%,-7%,11%
O=C(C1=C(O)C(=O)N(Cc2ccco2)C1c1ccccc1F)c1cccs1 (configuration not stated),1,.,-2.7%,.,-50%[20 µM],.,-6%,-30%,3%
Cc1cc(=O)c(C(=O)O)nn1-c1cccc(C(F)(F)F)c1,.,.,.,.,-16%,-1.5%,-3%,-28%,-11%
CC1Cc2cc(S(=O)(=O)N3CCC(C(N)=O)CC3)ccc2N1C(=O)C1CC1 (configuration not stated),.,.,.,.,-23%,-2.6%,-7%,-43%,-3%
O=C(O)CCC(=O)Nc1ccc(-c2nnc(-c3ccco3)o2)cc1,1.2,-6%,1.9%,-8%,23%,-1.7%,-7%,-15%,-4%
COc1ccc(NC(=O)CC(NCc2ccccn2)C(=O)O)cc1 (configuration not stated),1.1,18%,-0.8%,35%,-43%[20 µM],-5.0%,-8%,-12%,15%
CC(C)c1ccc(NC(=O)COC(=O)CCC(=O)c2cccs2)cc1,1,16%,-3.0%,10%,10%,-2.0%,-1%,5%,14%
SMILES,TNAP activation fold,PMI inhibitors,XIAP displacement,human PMI inhibitors,KOR beta-arrestin-1,KOR beta-arrestin-2,LYP phosphatase,NOD1 inhibition,NOD2 inhibition
COc1ccccc1-n1c(C)nc2cc(C(=O)NCc3ccc4c(c3)OCO4)ccc21,1.1,15%,-11%,-1%,18%,-1.0%,-5%,6%,21%
C=CCN1C(=O)C(O)=C(C(C)=O)C1c1ccccc1F (configuration not stated),1.1,-12%,-5.0%,-9%,5%,0.5%,-6%,-3%,25%
Cc1cc(C)cc(NC(=O)N2CCCN(Cc3c(F)cccc3Cl)CC2)c1,.,.,.,.,-11%,3.0%,-4%,-10%,12%
COC(=O)c1ccc(C)c(NS(=O)(=O)c2cn(C)nc2C)c1,.,.,.,.,-4%,2.9%,-8%,-16%,8%
CC(=O)Oc1ccc(N(C(C)=O)S(=O)(=O)c2ccc(Cl)cc2)c2ccccc12,.,.,.,.,-15%[20 µM],-1.6%,1%,2%,14%
CC(C)CC(NC(N)=O)C(=O)NCc1ccccc1Cl (configuration not stated),1.2,0%,-13%,-2%,-53%,6.1%,-6%,-12%,11%
CCC(C)NC(=S)N1CCN(Cc2ccccc2)CC1 (configuration not stated),1,-2%,-3.0%,-12%,-19%[20 µM],.,6%,-27%,16%
Cc1nn(C)c(Cl)c1NC(=O)OCc1ccc(Cl)cc1Cl,1,-6%,-3.5%,8%,0%,-1.2%,2%,68%*,42%
O=C(Nc1ccc(CN2CCCCC2)cc1)c1cc(Br)ccc1Cl,1.1,8%,-3.2%,0%,9%,-5.0%,-8%,-22%,9%
CC1Cc2nc(SCC(=O)N3CCN(c4ccccc4)CC3)n(C)c(=O)c2S1 (configuration not stated),1,17%,-5.0%,16%,-42%,-1.5%,2%,-20%,6%
CSc1ccccc1C(=O)N(C)Cc1ccccc1,1.1,-1%,-1.8%,-2%,-17%[20 µM],-3.8%,-5%,-18%,-30%
CCC(C)C(NC(=O)C1CCC(C)CC1)C(=O)NCCCN1CCCCC1CC (configuration not stated),1.1,-14%,-5.2%,-1%,-18%,3.2%,-3%,-15%,8%
